# Compound activity (PubChem)
# NadD inh = blocks S. aureus nicotinate mononucleotide adenylyltransferase | purified NadD enzyme, colorimetric absorbance read-out | inhibition, % at 20 µM | hit rate 0.78% among 360,000; in the data active = inhibition above about 26%; note: some compounds past the cut are filed as inactive
# STEP inh = inhibitors of human striatal-enriched phosphatase STEP. P54829. recombinant STEP, OMFP fluorogenic substrate, fluorescence. inhibition, % at 20 µM. hit rate 0.25% among 360,000. AID 588621;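 active = inhibition at 20 µM, scaled per plate between control wells, above about 37%, limit read from the data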;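 note: 0% = DMSO with enzyme and substrate and 100% = substrate only without enzyme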
#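 material = STEP tyrosine phosphatase | reagent = fluorogenic phosphatase substrate OMFP at 25 µM final | doses = single compound dose of 20 µM, 1% DMSO final | schedule = 20 min reaction, room temperature, in the dark | measured by = fluorescence, 480/540 nm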
# DNMT1 inh = inhibitors of human DNMT1; P26358; DNMT1 molecular beacon, Hinp1I cleavage, fluorescence; inhibition (reported as % activation of signal), % at 10 µM; hit rate 0.83% among 360,000; AID 588458; in the data active = inhibition above about 50%
# SUMO1-SIM PPI = alters human SUMO1 binding to SIM partners; inhibition, % at 20 µM; hit rate 0.33% among 360,000; P63165; AID 602429; SUMO1 binding to a labelled peptide, TR-FRET, 1 h; in the data active = inhibition above about 37%
# Target sequence (P63165 whole entry, looked up): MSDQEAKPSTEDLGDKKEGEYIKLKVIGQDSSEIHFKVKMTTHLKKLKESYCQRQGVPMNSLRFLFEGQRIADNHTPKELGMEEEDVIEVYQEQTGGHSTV
# SKN-1 inh = inhibitors of C. elegans SKN-1. C. elegans VP596 Pgst-4::GFP/RFP ratio, acrylamide-induced, 24 h. hit rate 0.49% among 360,000. inhibition, % at 21.8 µM;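 active = interference check ratio from 0.5 to 1.5 plus GFP to RFP signal ratio inhibition reaching or exceeding a fixed threshold, cut at about 30% in these data, passing the limit was not always enough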; note: some compounds called inactive have numbers as strong as hits
# CendR NRP1 mod = NRP-1/CendR interaction modulation; hit rate 0.85% among 360,000; O14786; FAM-RPARPAR peptide binding to NRP-1, fluorescence polarization; inhibition, % at 25 µM; AID 602438;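 active = inhibition or corrected inhibition above about 18%, plus a signal ratio from 0.5 to 1.5, limit read from the data, passing the limit was not always enough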; note: strong numbers were not always called active
# Scp-1 inhibitor = blocks human Scp-1 phosphatase activity; hit rate 0.88% among 340,000; Recombinant Scp1, phosphopeptide, malachite green phosphate absorbance; inhibition, % at 20 µM;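 active = inhibition above about 50% at 20 µM, limit read from the data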;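 note: plate controls were DMSO wells with enzyme for no effect and wells lacking enzyme for full effect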
# Target sequence (Q9GZU7 76-261 limits assumed): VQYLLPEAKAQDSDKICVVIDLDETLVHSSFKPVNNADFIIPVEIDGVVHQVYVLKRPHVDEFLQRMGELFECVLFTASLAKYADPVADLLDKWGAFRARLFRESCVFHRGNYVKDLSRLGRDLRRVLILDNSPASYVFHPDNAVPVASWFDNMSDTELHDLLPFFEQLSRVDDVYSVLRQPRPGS
#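 Material: truncated SCP-1 phosphatase (76-261aa) / Buffer or medium: 50 mM Tris acetate pH 5.5, 0.005% Tween-20, 10 mM MgCl2 / Compound dosing: one concentration, 20 µM, with 1.0% DMSO / Incubation: 45 min room-temperature reaction, 5 min colour, 30 min stabiliser / Detection: colorimetric free-phosphate detection, absorbance 630 nm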
# LMPTP block = LMPTP (human) inhibition; recombinant LMPTP-A, OMFP fluorogenic substrate, fluorescence intensity; inhibition, % at 20 µM; P24666; hit rate 0.22% among 360,000;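 active = compounds that cut the enzyme signal by at least half of the control window in the single-dose screen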;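 note: plate controls were DMSO wells with enzyme plus substrate for no effect and substrate without enzyme for full effect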
# Target sequence (P24666 whole entry, looked up): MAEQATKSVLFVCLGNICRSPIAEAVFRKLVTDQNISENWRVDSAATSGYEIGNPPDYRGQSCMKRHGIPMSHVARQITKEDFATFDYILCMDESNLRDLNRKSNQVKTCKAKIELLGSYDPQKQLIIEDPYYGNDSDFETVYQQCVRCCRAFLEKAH
#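 Assay system: LMPTP-A enzyme. Input: 0.625 nM LMPTP-A final. Probe or stimulus: 400 µM OMFP. Compound dosing: single 20 µM dose. Schedule: 50 min dark incubation at room temperature. Detection: fluorescence intensity of OMFP turnover product. Read-out: percent inhibition versus substrate-only and uninhibited controls. Benchmarks: no-enzyme low control, uninhibited high control.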
# MT1-MMP act inh = inhibitors of human MT1-MMP activation. P50281. HT1080 RFP-PRO-GFP cells, GFP/RFP ratio fluorescence, overnight; percent of plate control window, DMSO zero. GFP/RFP ratio change, % at 20 µM. hit rate 0.061% among 360,000. AID 651647;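 active = GFP/RFP ratio change of at least 30% with cell ATP level not reduced by more than half and red fluorescence within 50% of control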; note: strong numbers were not always called active
#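 Assay system: HT1080 RFP-PRO-GFP cells | Dosing: 20 µM single dose, 1% DMSO | Incubation: Cells overnight before dosing, compound overnight, 37 °C, 5% CO2 | Evaluation: GFP/RFP fluorescence ratio | Control set: DMSO-only wells and HT1080 RFP-L50D-GFP cell wells as references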
# Rpn11 inh = Rpn11 (human) deubiquitinase inhibition | hit rate 0.59% among 360,000 | O00487 | human 26S proteasome, Ub4-pepOG fluorescence polarization; 20S core pre-blocked with epoxomicin | calls only at 20 µM;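 active = inhibition at 20 µM, scaled to each plate's controls, above about 33%, limit read from the data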
# Target sequence (O00487 whole entry, looked up): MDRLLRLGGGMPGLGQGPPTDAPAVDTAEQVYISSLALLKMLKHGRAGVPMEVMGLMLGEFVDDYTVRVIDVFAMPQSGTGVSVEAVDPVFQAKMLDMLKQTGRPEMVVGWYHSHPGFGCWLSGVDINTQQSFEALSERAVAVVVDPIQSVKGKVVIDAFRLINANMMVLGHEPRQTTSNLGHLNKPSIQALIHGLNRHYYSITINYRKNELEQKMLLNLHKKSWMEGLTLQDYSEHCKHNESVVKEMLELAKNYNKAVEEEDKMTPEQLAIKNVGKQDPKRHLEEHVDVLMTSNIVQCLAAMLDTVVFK
# * = called active by the depositor; i = inactive; nt = not tested or not shown; + = active, no number.
SMILES,NadD inh,STEP inh,DNMT1 inh,SUMO1-SIM PPI,SKN-1 inh,CendR NRP1 mod,Scp-1 inhibitor,LMPTP block,MT1-MMP act inh,Rpn11 inh
Cn1c(=O)c2c(ncn2CC(COCc2ccccc2)OCc2ccccc2)n(C)c1=O (configuration not stated),-3.9,-0.2,0.8,-1.3,-2.1,29.6*,0.9,2.8,-2.1,i
CCCOc1ccc(N2C(=O)CC(N3CCN(S(=O)(=O)c4ccccc4)CC3)C2=O)cc1 (configuration not stated),-2.5,-1.8,-0.7,2.9,25.3,-18.4,-11.2,-1.1,0.7,i
O=C(OCCNC(=O)c1cc2ccccc2oc1=O)c1cccnc1,-5.0,-0.2,1.5,-21.8,21.7,0.7,39.9,-1.0,-1.6,i
CCN1C(=O)[C@H]2[C@@H](c3ccc(C(F)(F)F)cc3)N[C@]3(CCCN(Cc4cccn4C)C3=O)[C@H]2C1=O,2.7,-1.1,-0.5,1.8,-4.7,-10.2,nt,-1.3,-4.0,i
COc1ccc(NC(=O)COC(=O)[C@@H]2CCCN2C(=O)c2cccs2)c(OC)c1,-1.8,-1.3,1.1,-1.2,13.4,1.2,0.4,-0.9,1.7,i
CCc1c(Cl)nc(N)nc1Nc1ccccc1C,0.9,-2.8,74.6*,-0.6,29.6,8.2,-10.4,-0.3,4.5,+
Fc1ccc2[nH]c3c(N4CCSCC4)ncnc3c2c1,-4.4,-8.1,-2.4,2.7,10.0,6.7,-1.9,0.1,2.7,i
NNC(=O)COc1ncn(-c2ccccc2)n1,-3.6,0.4,-1.1,-0.2,-0.4,-12.2,-0.1,-0.6,6.0,i
CCCCN(C)C(=O)c1sc(=O)n(Cc2ccc(Cl)c(Cl)c2)c1C,-3.1,-0.7,0.9,4.6,2.1,2.0,nt,-0.3,5.3,i
O=C(NC1CC2CCC(C1)N2Cc1nnnn1Cc1ccco1)NC12CC3CC(CC(C3)C1)C2 (configuration not stated),-3.3,-0.1,0.7,1.8,11.1,-1.6,1.4,-0.3,2.3,i
Cc1ccc(NC(=O)CSc2nnc(-c3ccc(S(=O)(=O)N4CCOCC4)cc3)n2C)cc1,-1.8,0.5,-1.3,10.5,0.7,4.5,-2.4,-1.4,-3.2,i
CC(C)(C)c1ccc(C(=O)Nc2ccc(C(=O)N3CCCC3)cc2)cc1,-1.4,1.1,0.6,-4.8,-10.4,-2.2,1.0,0.1,1.0,i
CC(C)(C)c1ccc(C2(C)NC(=O)N(CC(=O)Nc3ccc4c(c3)OCO4)C2=O)cc1 (configuration not stated),-3.3,1.5,-1.4,-2.2,-3.5,-0.8,-4.9,1.7,-0.6,i
O=[N+]([O-])c1ccc(OCn2cncn2)cc1,0.4,2.5,3.3,-5.9,27.4,-3.5,-4.4,0.4,-4.0,i
O=C(CCCN1C(=O)/C(=C\c2ccccc2)SC1=S)Nc1ccccc1O,-5.1,3.8,-3.5,-9.1,4.0,-9.2,-7.4,-0.2,7.2,i
COc1cc(CNC2CCCCCCC2)cc(Br)c1OCC#N,-4.9,-0.6,2.8,0.8,12.2,-7.4,4.0,-1.7,-0.1,i
O=c1[nH]c(CN2CCN(C/C=C/c3ccccc3)CC2)nc2cc(Cl)ccc12,-5.6,1.9,0.3,0.8,-25.2,5.7,0.2,-0.7,2.6,i
NC(=NC(=O)c1cccc(C(F)(F)F)c1)c1ccc(C(F)(F)F)cn1,1.6,3.1,7.6,-0.3,-3.9,4.3,3.1,4.3,-0.1,i
CCCC(C)NC(=O)c1ccccc1SC (configuration not stated),-2.1,-0.4,2.0,-2.7,-23.6,-1.3,45.0,-0.1,1.2,i
COc1ccc(CC(=O)NNC(=O)c2ccco2)cc1OC,-2.6,-0.8,-0.6,3.9,8.5,-1.3,5.9,-0.6,1.7,i
COc1ccc(CCn2ccc(O)c(Cc3ccc(Cl)cc3Cl)c2=O)cc1OC,-5.9,0.8,-2.0,-0.3,-1.0,10.4,-2.0,0.7,-1.5,i
O=S(=O)(c1ccccc1)n1nc(-c2ccccc2)nc1NCc1ccco1,-4.1,0.5,-8.6,1.2,16.0,-22.2,-18.9,0.1,1.4,i
Nc1cc(=O)[nH]c(SCCSc2ccc(F)cc2)n1,-6.5,2.8,-0.3,4.1,-2.8,6.3,-5.3,-0.7,3.0,i
Cc1ccc(C)c2[nH]c(=O)c(CCNC(=O)c3cccs3)cc12,10.7,-3.3,-1.0,-8.6,5.9,9.8,-1.6,0.5,-2.8,i
CN(C)CC/C=C1/c2cc(F)ccc2Sc2ccc(Cl)cc21,-7.5,1.4,2.8,-9.4,-20.0,-0.5,-10.5,0.4,-1.8,i
NC(=O)NC(=O)COC(=O)/C=C/c1cccs1,-4.8,-0.8,16.7,-14.5,7.9,-18.7,0.9,-0.5,0.1,i
COc1ccc(OC)c(NC(=O)C(=O)/C=C(\O)c2cc(OC)ccc2OC)c1,17.2,2.1,-4.3,2.0,6.5,-2.0,-19.9,0.1,2.8,i
Cc1cc(C)nc(Nc2nc(C(N)Cc3ccccc3)cs2)n1 (configuration not stated),-6.8,-2.3,0.5,0.6,10.5,-2.8,nt,-1.5,6.5,i
O=C(Nc1nccs1)c1cnc2sccn2c1=O,-5.4,1.8,12.2,4.5,-7.6,-12.0,nt,-1.0,-0.3,i
COc1ccc2nc(NC(=O)CSC3=NCCS3)sc2c1,-4.2,3.3,-1.1,-2.0,-4.5,6.0,-4.8,1.6,2.2,i
Cc1cccc(Oc2nc(-c3ccccn3)nc3ccccc23)c1,8.6,-1.3,-8.3,-0.3,7.9,-14.9,-6.9,1.3,-10.3,i
CC(OC(=O)/C=C/c1ccco1)C(=O)NC1CCCCC1 (configuration not stated),-2.4,-0.3,16.0,-7.4,4.3,-12.4,nt,-1.5,5.7,i
CCOc1ccc(/C=N/NC(=O)C(C)N(c2ccc(OC)cc2)S(C)(=O)=O)cc1 (configuration not stated),2.5,-1.1,1.4,-6.4,3.6,3.1,-7.7,-0.6,5.4,i
CCCc1ccc(C(=O)Cn2nc(C(=O)O)c3ccccc3c2=O)cc1,-5.3,1.8,10.1,0.1,-0.9,2.1,15.0,-0.2,-0.3,i
O=C(CCc1nc2ccccc2c(=O)[nH]1)N1CCN(S(=O)(=O)c2cc(Cl)ccc2Cl)CC1,7.2,-0.9,-2.2,-24.7,2.9,4.6,-4.3,-7.3,0.5,i
CN(C)/C=N/NC(=O)c1ccccc1,-3.0,-1.4,-0.6,0.1,10.5,7.2,-3.2,-1.0,3.0,i
O=C1[C@@H]2C(c3cccnc3)=NO[C@@H]2C(=O)N1c1ccc(Br)cc1,-6.1,0.9,-8.1,5.5,14.5,-5.5,-6.9,-1.3,-1.3,i
CC(C)Oc1ccc(C(CC(=O)O)c2ccc(F)cc2)cc1 (configuration not stated),0.1,14.4,-0.1,-2.4,0.2,1.5,-11.7,-0.6,3.7,i
COc1ccc(CNC(=O)OCCN2CCN(Cc3ccccc3)CCC2=O)cc1,-0.7,-0.8,1.3,1.7,8.0,8.6,-8.2,-1.3,0.9,i
O=C(CSc1nnc(-c2ccc(O)cc2)n1Cc1ccccc1)NNC(=O)c1ccc(Br)cc1,7.5,-3.2,-5.9,3.6,2.9,12.5,-1.0,-16.3,-2.4,i

# An excerpt from above in order of length of the SMILES, rising.
SMILES,NadD inh,STEP inh,DNMT1 inh,SUMO1-SIM PPI,SKN-1 inh,CendR NRP1 mod,Scp-1 inhibitor,LMPTP block,MT1-MMP act inh,Rpn11 inh
NC(=O)NC(=O)COC(=O)/C=C/c1cccs1,-4.8,-0.8,16.7,-14.5,7.9,-18.7,0.9,-0.5,0.1,i
O=C1[C@@H]2C(c3cccnc3)=NO[C@@H]2C(=O)N1c1ccc(Br)cc1,-6.1,0.9,-8.1,5.5,14.5,-5.5,-6.9,-1.3,-1.3,i
CCOc1ccc(/C=N/NC(=O)C(C)N(c2ccc(OC)cc2)S(C)(=O)=O)cc1 (configuration not stated),2.5,-1.1,1.4,-6.4,3.6,3.1,-7.7,-0.6,5.4,i

# Later entries.
SMILES,NadD inh,STEP inh,DNMT1 inh,SUMO1-SIM PPI,SKN-1 inh,CendR NRP1 mod,Scp-1 inhibitor,LMPTP block,MT1-MMP act inh,Rpn11 inh
COc1ccc(C(CNC(=O)COc2ccc(F)cc2Cl)N2CCOCC2)cc1 (configuration not stated),-1.6,-1.9,0.5,0.8,-3.8,-11.9,1.0,-0.3,-3.2,i
O=c1c2ccccc2nc(-c2ccccc2)n1/N=C/c1ccc([N+](=O)[O-])cc1,-2.9,-1.4,4.0,-15.2,9.8,11.0,-23.8,-0.4,3.9,i
CCn1c(NC(=O)c2ccccc2)c(-c2cccs2)c(=O)c2ccccc21,0.6,-5.2,2.1,7.9,-1.6,-4.4,0.8,0.8,-4.3,i
N#Cc1c(SCC(=O)Nc2ccc(Cl)cc2Cl)sc2c(O)cc(=O)[nH]c12,6.2,7.4,20.9,4.3,13.4,-30.1,40.6,21.9,0.5,i
CC(=O)Nc1cccc(CNCc2cccc(NC(C)=O)c2)c1,-8.3,-1.3,1.9,0.4,1.5,7.8,-1.3,0.0,1.3,i
Cc1cc(OCC(=O)N(Cc2ccco2)C2CCS(=O)(=O)C2)ccc1Cl (configuration not stated),-6.9,0.5,-0.1,-2.0,-13.1,3.1,-9.8,0.5,-1.1,i
COc1ccc(CNC(=O)C(C)OC(=O)C23CC4CC(CC(O)(C4)C2)C3)cc1 (configuration not stated),-5.4,97.2*,0.0,1.6,1.7,-6.4,-5.3,-0.7,3.5,i
COc1cccc(/C=C/C(=O)Nc2ccc3c(c2)OCCO3)c1,-5.6,-0.6,-2.4,-3.7,-7.7,8.2,-11.5,1.7,5.2,i
COc1cc(SC)ccc1C(=O)Nc1c(C)cccc1C,-8.7,1.2,1.9,3.9,-6.2,-7.7,-8.2,-0.6,2.0,i
CCCNC(=S)Nc1ccc(Cl)cc1Cl,-5.7,1.1,4.5,2.6,3.0,-6.0,-4.1,-1.5,3.0,i
Cc1nn(C)cc1NC(=O)c1cc2nc(-c3ccco3)cc(C(F)(F)F)n2n1,-2.6,0.4,-7.1,-12.0,3.8,2.7,-14.0,0.4,2.2,i
COc1ccccc1CN1CCNC(=O)C1CC(=O)NCCC1=CCCCC1 (configuration not stated),1.6,-0.6,-6.2,-1.3,-4.3,-5.5,-12.6,-0.3,-3.6,i
Cc1cccc(N2CCN(S(=O)(=O)c3ccc4c(c3)NC(=O)CS4)CC2)c1C,9.1,-0.1,-5.7,-3.0,-2.2,6.9,-7.4,3.0,1.8,i
CCc1ccccc1N1CC23C=CC(O2)C(C(=O)OC)C3C1=O (configuration not stated),-2.3,0.1,0.8,3.5,-6.0,-1.9,-6.9,-0.9,0.5,i

# Outcome played no part in choosing rows. Share with any hit: about 3.9%.
